CRFR2-BP antag: antagonists of CRF-BP/CRF-R2 complex, primary screen, cell-based, HEK293, calcium dye fluorescence, uHTS. CRF-induced calcium fluorescence. inhibition, % at 11.8 µM. 350,000 compounds, 0.59% hits;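 active means inhibition of the ligand-induced calcium signal above about 50% at the single tested concentration, limit read from the data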
MEKK3 PB1 HTS: modulators of MEKK3-MEK5 PB1 binding, primary screen, biochemical, wildtype MEKK3, multiplex bead flow cytometry, Alexa488-MEK5. 290,000 compounds, 1.4% hits. bead-based flow cytometry, Alexa488-MEK5 binding to MEKK3; actives lie on both sides; 0 = blocked by unlabeled MEK5, 100 = vehicle. Mitogen-activated protein kinase kinase kinase 3 (Homo sapiens), Q99759. binding response (% of control), % at 10 µM;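 active means binding response more than 3 SD above or below the average of its plate-row segment, actives on both sides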;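 further: Alexa488 bead fluorescence after subtracting the streptavidin-only scavenger bead signal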
Target sequence (Q99759 whole entry, looked up): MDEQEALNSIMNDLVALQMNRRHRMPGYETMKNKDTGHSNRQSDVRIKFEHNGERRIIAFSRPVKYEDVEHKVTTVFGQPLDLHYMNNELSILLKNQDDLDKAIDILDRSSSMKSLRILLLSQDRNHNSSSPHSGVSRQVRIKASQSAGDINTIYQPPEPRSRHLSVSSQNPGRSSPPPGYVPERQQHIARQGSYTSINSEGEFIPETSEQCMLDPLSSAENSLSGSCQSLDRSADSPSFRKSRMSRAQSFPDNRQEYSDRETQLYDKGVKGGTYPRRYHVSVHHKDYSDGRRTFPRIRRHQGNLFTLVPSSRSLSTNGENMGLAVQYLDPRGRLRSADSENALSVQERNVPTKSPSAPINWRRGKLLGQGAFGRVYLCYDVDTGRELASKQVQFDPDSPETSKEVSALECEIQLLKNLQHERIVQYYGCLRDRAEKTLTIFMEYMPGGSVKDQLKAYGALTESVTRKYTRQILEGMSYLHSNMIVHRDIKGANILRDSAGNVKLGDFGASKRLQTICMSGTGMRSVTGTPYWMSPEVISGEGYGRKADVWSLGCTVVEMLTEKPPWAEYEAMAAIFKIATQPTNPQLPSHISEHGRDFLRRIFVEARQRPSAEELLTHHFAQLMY
pCIP destab: p/CIP-EGFP fusion destabilizers, primary screen, fluorescence, F442A cells | 16 h | AID 1984, 2009 | 290,000 compounds, 0.01% hits | decrease of EGFP signal, % at 10 µM | Q05BA5;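 active means EGFP signal decrease of at least 30% at 10 µM or well 3 SD below plate mean, unless failing retest; inactive means the rest, including hits failing retest or dose response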; further: some compounds called inactive have numbers as strong as hits; many of its hits are not listed in these tables
IDE inh: human IDE inhibitors in live cells, primary screen, fluorescence polarization, HEK cells, FAbetaB substrate. Insulin-degrading enzyme (Homo sapiens), P14735. 320,000 compounds, 0.41% hits. inhibition, % at 5.59 µM. FAbetaB cleavage;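 active means percent inhibition above the average of all tested compounds plus 3 SD, set per screening campaign, cut at about 16% in these data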;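 further: IDE supplied by intact live HEK cells; FP after avidin binding of uncleaved biotin substrate so inhibition keeps polarization high; 0% = DMSO wells and 100% = 60 µM reference IDE inhibitor Ii1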
CHRM4 PAM: human M4 muscarinic receptor positive allosteric modulators, primary screen, CHO-K1 cells, Fluo-8 calcium fluorescence | CHO-K1 hM4/Gqi5, ACh EC20; 0% = ACh EC20, 100% = maximal ACh | activation, % at 3 µM | 360,000 compounds, 0.4% hits | AID 624126, 2012;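 active means activation above its plate's cutoff, the mean activation of sample wells plus 3 SD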; further: some results filed as inactive read as strong as hits
GalR3 antagonist: GalR3 antagonists in HEK293 cells, primary screen, cell-based, fluorescence readout. HEK293 GalR3-CNG cAMP membrane potential fluorescence; galR3 body fused to GalR1 C-terminus. Galanin receptor type 3 (Homo sapiens), O60755. AID 651719, 2012. inhibition, % at 3 µM. 360,000 compounds, 0.44% hits;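 active means inhibition above the screen-wide average plus 3 SD, cut at about 13% in these data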;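 further: forskolin and galanin both at EC90 stimulate the cells; cAMP rise reported by CNG channel membrane potential dye signal; 0% = forskolin plus galanin with DMSO and 100% = forskolin alone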
IDE act: human IDE activators in live cells, primary screen, fluorescence polarization, HEK cells, FAbeta-B substrate. activation, % at 5.96 µM. Insulin-degrading enzyme (Homo sapiens), P14735. FAbeta-B cleavage; 0% vehicle, 100% cell-free pure enzyme wells. 340,000 compounds, 0.073% hits. AID 493087, 2011;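 active means activation above the mean of all tested compounds plus 3 SD, set per screening campaign, cut at about 17% in these data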
CRFR2-BP ag: agonists of CRF-BP/CRF-R2 complex, primary screen, cell-based, HEK293, calcium dye fluorescence, uHTS | activation, % at 13.2 µM | 350,000 compounds, 0.46% hits | calcium dye fluorescence (FLIPR); percent of saturating CRF peptide response | AID 588473, 2011;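 active means activation of at least 50%, plus an integration ratio under a set limit after plate pattern correction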;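 further: plate controls were neutral control wells without compound for no effect and CRF at EC100 for full effect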
PHOSPHO1 block: PubChem AID 1565; 290,000 compounds, 1.1% hits; inhibition, % at 13.3 µM; recombinant PHOSPHO1, absorbance phosphatase assay; Phosphoethanolamine/phosphocholine phosphatase (Homo sapiens), Q8TCT1; in the data active means inhibition above about 60%
Target sequence (Q8TCT1 whole entry, looked up): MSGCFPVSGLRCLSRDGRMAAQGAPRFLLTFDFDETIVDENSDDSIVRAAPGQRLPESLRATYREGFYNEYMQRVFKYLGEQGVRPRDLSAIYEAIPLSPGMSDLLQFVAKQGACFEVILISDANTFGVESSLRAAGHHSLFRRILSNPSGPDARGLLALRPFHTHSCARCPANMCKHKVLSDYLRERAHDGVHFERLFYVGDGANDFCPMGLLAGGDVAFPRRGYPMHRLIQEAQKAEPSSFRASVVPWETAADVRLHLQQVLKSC
An asterisk follows results filed as active; x = no result given; [ ] = dose if it differs, or a comment.

No.	SMILES	CRFR2-BP antag	IDE inh	MEKK3 PB1 HTS	CRFR2-BP ag	PHOSPHO1 block	IDE act	pCIP destab	CHRM4 PAM	GalR3 antagonist
1	CC(C)OC(=O)C(C)(C)Oc1ccc(C(=O)c2ccc(Cl)cc2)cc1	-8.4	4.1	84.0	0.5	-6.3	-3.1	-5.7	-1.3	x
2	COc1ccccc1NC(=O)COc1ccc(C(=O)OCC(=O)NC(C)(C)C)cc1OC	-15.0	1.8	62.0	0.8	36.0	-3.4	-3.0	-6.5	-2.9
3	CCCn1c(SCC(=O)N2CCN(c3ccc(OC)cc3)CC2)nc2c1c(=O)n(C)c(=O)n2C	10.1	-3.0	101.0	-2.3	25.8	2.8	-3.5	-7.5	-5.8
4	CC(=O)Nc1ccccc1OCC(=O)NC(C)c1ccccc1 (centres undefined)	7.4	-1.0	118.0	-2.3	-2.0	-1.6	3.7	-4.5	-1.3
5	CN1C(=O)N(CC(=O)Nc2ccc3c(c2)OCO3)C(=O)C12CCCCC2	-26.2	x	x	0.3	x	x	x	-1.4	2.2
6	Cc1cccc(NC(=O)CCc2nc3sc4c(c3c(=O)[nH]2)CCCC4)c1	-18.4	-2.0	x	1.0	x	-12.8	x	1.4	-1.6
7	CSc1ccccc1C(=O)Nc1cccc(N(C)S(C)(=O)=O)c1	-18.1	0.8	84.0	0.3	2.3	-2.5	-18.8	-3.8	2.5
8	NC(=O)c1cccc(CS(=O)(=O)c2ccc(Cl)cc2)c1	13.0	4.4	99.0	-1.0	-16.6	6.0	26.9	1.3	-5.7
9	CCOc1cc(CN2CCCC(C(=O)c3cccc(C(F)(F)F)c3)C2)ccc1O (centres undefined)	-18.0	-1.2	94.0	0.8	13.7	6.0	-2.0	-9.0	-9.3
10	CC(=O)Nc1ccc(S(=O)(=O)Nc2nnc(C3CCCCC3)s2)cc1	-20.8	6.0	101.0	0.2	15.8	2.4	-12.9	-1.4	-3.9
11	COc1ccccc1NS(=O)(=O)c1cc(C(=O)NCC(c2ccco2)N2CCCCC2)ccc1C (centres undefined)	3.8	2.7	x	-1.2	x	3.5	x	10.5	-5.3
12	COc1cc(C(N)=O)cc(Cl)c1OC	-2.6	4.2	102.0	-0.7	41.2	1.3	0.9	3.2	-5.4
13	Cc1ccccc1/C=C/C(=O)NCC(=O)N1CCC(N(C)C2CCCCC2C)CC1 (centres undefined)	5.2	8.2	96.0	0.6	-15.4	4.8	-3.5	-8.6	-5.5
14	O=C(NC1CC1)C1CCN(C2CCN(C(=O)/C=C/c3cccc(F)c3F)CC2)CC1	9.9	3.9	106.0	-1.4	18.8	1.9	4.6	8.9	1.3
15	CN(CC(=O)Nc1ccc(N2CCOCC2)cc1)C(=O)c1cc(S(=O)(=O)N(C)C)ccc1Cl	1.5	2.6	101.0	-0.2	19.2	7.9	-11.4	8.6	-0.7
16	CCn1c(-c2csc(-c3ccc(Cl)cc3)n2)n[nH]c1=S	-9.6	-4.3	x	4.1	83.2*	1.6	3.1	-1.8	0.0
17	Cc1nn2cc(-c3ccc(Cl)cc3)nc2s1	-22.2	-1.5	101.0	0.4	-5.7	-5.4	-6.3	4.5	-5.0
18	CCN(Cc1cc2cccc(C)c2[nH]c1=O)C(=O)c1ccccc1OC	-3.2	1.8	93.0	0.0	8.7	4.2	-18.9	8.8	-4.7
19	COc1ccc(C(C#N)N2N=C(C)CC2c2ccccc2)cc1 (centres undefined)	2.5	-3.9	106.0	-2.5	22.7	2.1	20.2	-1.0	-10.7
20	CCOc1cc(/C=N/NC(=O)C(=O)NCC2CCCO2)ccc1OCC(=O)N1CCOCC1 (centres undefined)	14.8	7.1	95.0	-0.5	10.0	x	-0.9	1.3	-4.0
21	CCOC(=O)C1=C(C)N(c2ccccc2)C(=O)/C1=C\c1ccco1	-9.8	3.7	103.0	-1.6	-2.2	-0.9	-2.7	-1.6	-11.9
22	CN(C)c1ccc(N/C=C/C(=O)c2ccco2)cc1	0.8	-0.7	110.0	-1.4	6.3	-4.7	-9.3	2.5	-1.2
23	Cc1cccc2cc(CN(Cc3cccnc3)C(=O)c3cccs3)c3nnnn3c12	x	-5.4	99.0	x	-1.1	x	-5.6	x	x
24	CCOc1ccc(NC(=O)CCC(=O)N/N=C(\C)c2cccs2)cc1	-2.0	-2.6	99.0	0.6	36.6	-1.8	3.3	7.1	-0.1
25	CSc1nnc2c(n1)OC(c1cn(C)c3ccccc13)N(C(C)=O)c1ccccc1-2 (centres undefined)	-5.3	6.3	110.0	1.6	17.3	x	11.0	x	x
26	CC(C)(C)OC(=O)N1CCC(c2c(C(=O)NCC3CCN(C4CCCC4)C3)cnn2-c2ccccc2Cl)CC1 (centres undefined)	-15.9	9.4	103.0	13.7	2.8	-2.4	-0.8	-2.4	-7.9
27	Cc1cccc(N=C2NC(=O)/C(=C/C=C/c3ccco3)S2)c1	31.1	2.2	64.0*[inhibitor]	0.2	-17.6	1.1	-2.0	2.9	6.3
28	COc1nn(C(C)C(=O)N2N=C(C(F)F)CC2(O)C(F)F)cc1[N+](=O)[O-] (centres undefined)	-0.1	-0.2	89.0	-0.6	4.2	4.0	-5.4	-9.4	-5.8
29	CCn1cc(/C=C(\NC(=O)c2cc(OC)c(OC)c(OC)c2)C(=O)NCCN2CCOCC2)c2ccccc21	31.1	1.3	106.0	-1.2	29.3	-0.8	-5.9	-2.7	-5.3
30	CC(CN(C)Cc1ccccc1)OC(=O)c1ccccc1F (centres undefined)	11.1	2.3	118.0	-7.9	3.0	2.1	7.5	6.9	-1.8
31	COc1cccc(CC2(CO)CCCN(C/C=C/c3ccccc3OC)C2)c1 (centres undefined)	-20.6	-3.1	103.0	-0.1	44.0	1.2	-0.5	-17.6	-5.3
32	COc1ccc(Cl)cc1NS(=O)(=O)c1cccc2cccnc12	6.9	-0.5	102.0	2.4	11.4	-2.3	-8.7	-1.0	-9.2
33	COc1ccc(Cl)cc1C(=O)NNC(=O)C1COc2ccccc2O1 (centres undefined)	-5.8	2.1	99.0	0.3	-3.0	3.9	-8.7	-4.1	-4.7
34	COc1ccc(CCNC(=O)C(=O)c2c(C)n(C)c3ccccc23)cc1OC	5.9	-4.0	103.0	0.7	38.2	0.4	0.1	1.1	2.5
35	CCCC(=O)N(C)c1nnc(-c2ccc(OC)cc2)s1	1.7	4.6	100.0	0.7	7.5	4.8	-9.9	0.8	-4.4
36	C=CCOc1ccc(C2=NO[C@@H]3[C@@H]4C[C@@H]([C@H]5C(=O)N(C)C(=O)[C@@H]45)[C@H]23)cc1	8.0	6.3	100.0	1.2	32.2	x	-6.3	-4.5	2.3
37	COc1ccc(NC(=O)c2c(N)cnn2C)cc1	-2.8	1.8	94.0	-1.1	28.7	2.1	6.3	6.0	-8.7
38	C[C@H](NC(=O)c1ccccc1Cl)C(=O)OCC(=O)N1CCN(c2ccccc2)CC1	-8.8	2.2	x	1.5	x	0.0	x	4.5	-1.8
39	O=C(COC(=O)c1ccc(S(=O)(=O)N2CCOCC2)cc1)Nc1ccccc1OC(F)F	3.4	1.6	x	-0.1	x	1.6	x	3.9	-7.2
40	COc1ccc(-c2nnc(SCC(=O)NCCc3ccccc3)o2)cc1	-17.9	-0.2	108.0	-2.2	-1.1	1.7	-1.0	14.2	-3.0
41	CCN1CCN(C(=O)C2COc3ccccc3O2)CC1 (centres undefined)	-4.2	-1.9	102.0	0.9	32.6	1.1	-5.1	6.2	-5.7
42	Cc1ccccc1-n1cc(-c2ccc(Br)cc2)nc1SCC(N)=O	-13.1	-0.3	103.0	0.2	44.8	x	-13.1	-2.9	-4.7
43	CC1(C)CCc2nc(SCc3ccccc3)c(C#N)cc2C1	-2.2	0.7	93.0	2.0	15.0	4.2	-1.9	-3.5	-4.0
44	O=C(O)c1cc([N+](=O)[O-])ccc1C(=O)Nc1ccccc1	-15.9	-0.9	99.0	4.2	20.3	3.4	-5.4	8.0	2.6
45	CCOC(=O)N1CCC(N2C(=O)c3ccccc3C2Nc2c(C)cccc2C)CC1 (centres undefined)	8.5	-1.5	x	2.8	8.6	-4.8	-1.9	2.3	x
46	CNc1nc(OCC#N)nc(N2CCCCC2)n1	4.3	0.7	97.0	-2.2	44.9	3.1	-19.1	7.3	-3.9
47	Nc1cc(-c2ccc(Cl)cc2)nn1S(=O)(=O)c1ccccc1	7.5	0.6	105.0	0.4	26.6	2.8	-9.2	4.4	2.5
48	Cc1ccc(NC(=O)c2cccc(C(=O)Nc3ccc(C)c(C)c3)n2)cc1C	-3.9	0.2	104.0	-0.6	47.7	-1.9	-3.5	-1.9	0.1
49	COC(=O)[C@]1(Cc2ccccc2)N[C@H](c2ccc(-c3ccc(F)cc3)cc2)[C@@H]2C(=O)N(C)C(=O)[C@@H]21	-14.1	-0.1	x	3.5	x	4.3	x	1.3	-8.3
50	CCC(C)C(N=C1NS(=O)(=O)c2ccccc21)C(=O)N1CCC(C)CC1 (centres undefined)	1.9	x	x	-0.7	x	-0.1	x	-2.0	-4.6
51	N#Cc1cc2ccccc2nc1SCc1ccccn1	-4.0	6.9	100.0	1.1	43.1	3.4	-11.2	-13.1	-2.9

Profiles, looked up by structure:
COC(=O)[C@]1(Cc2ccccc2)N[C@H](c2ccc(-c3ccc(F)cc3)cc2)[C@@H]2C(=O)N(C)C(=O)[C@@H]21 is listed as CRFR2-BP antag: -14.1; IDE inh: -0.1; MEKK3 PB1 HTS: x; CRFR2-BP ag: 3.5; PHOSPHO1 block: x; IDE act: 4.3; pCIP destab: x; CHRM4 PAM: 1.3; GalR3 antagonist: -8.3
Cc1ccccc1-n1cc(-c2ccc(Br)cc2)nc1SCC(N)=O is listed as CRFR2-BP antag: -13.1; IDE inh: -0.3; MEKK3 PB1 HTS: 103.0; CRFR2-BP ag: 0.2; PHOSPHO1 block: 44.8; IDE act: x; pCIP destab: -13.1; CHRM4 PAM: -2.9; GalR3 antagonist: -4.7
